# MT1-MMP txn act: MT1-MMP promoter transcription activation; HT1080 MT1-MMP promoter luciferase reporter, luminescence, overnight; stronger effect = higher value; activation factor at 10 µM; 86,000 compounds, 0.16% hits; AID 750;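 active = activation factor of at least 2 for MT1-MMP transcription at 10 µM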
# TNFa cytotox: toxic to HUVEC cells under TNF alpha stimulation; HUVEC TNFalpha-stimulated, Hoechst cell count, imaging; cell count reduction, % at 2 µM; 93,000 compounds, 0.17% hits;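 active = cell count reduction exceeding the screen mean by over 5 SD, scaled to untreated wells per plate, cut at about 78% in these data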;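 also: cells counted after 24 h of TNF alpha exposure following the 1 h pretreatment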
# HUVEC tox IL1B: HUVEC cytotoxicity counter-screen, IL-1B stimulated; HUVEC cell count loss, Hoechst imaging; cell count reduction, % at 2 µM; AID 845; 94,000 compounds, 0.41% hits;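 active = cell count reduction more than 3 SD above the screen-wide mean, cut at about 70% in these data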;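 also: normalized per plate to untreated control cells as the no-loss baseline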
# cytoskel mod: modifiers of cytoskeleton assembly | inhibition, % at 2 µM | HUVEC TNFa F-actin phalloidin imaging, high content | 91,000 compounds, 0.18% hits | AID 836;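 active = inhibition above the batch mean plus 3 SD and confirmed as a hit by visual image inspection, cut at about 30% in these data, passing the limit was not always enough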; also: strong numbers were not always called active
# VCAM1 TNFa inh: reduces TNF alpha induced VCAM1 expression in HUVEC; HUVEC TNFa-induced VCAM-1 immunofluorescence, high-content imaging; inhibition, % at 2 µM; 95,000 compounds, 0.48% hits; AID 802;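 active = inhibition above the batch mean plus 3 SD, with images confirmed as a hit by eye, cut at about 37% in these data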;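 also: 0% = TNF-stimulated DMSO wells and 100% = unstimulated control wells; not every result past the cut was called active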
# PTPN22 inh 2: blocks human PTPN22 phosphatase activity | inhibition, % at 2 µM | 96,000 compounds, 0.21% hits | recombinant LYP catalytic domain, DiFMUP fluorescence;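 active = inhibition at 2 µM at or above a set limit, the screen mean plus 3 SD, cut at about 24% in these data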;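 also: 0% = DMSO with enzyme and 100% = enzyme fully blocked by orthovanadate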
# Target sequence (Q9Y2R2 whole entry, looked up, the tested form may be a part): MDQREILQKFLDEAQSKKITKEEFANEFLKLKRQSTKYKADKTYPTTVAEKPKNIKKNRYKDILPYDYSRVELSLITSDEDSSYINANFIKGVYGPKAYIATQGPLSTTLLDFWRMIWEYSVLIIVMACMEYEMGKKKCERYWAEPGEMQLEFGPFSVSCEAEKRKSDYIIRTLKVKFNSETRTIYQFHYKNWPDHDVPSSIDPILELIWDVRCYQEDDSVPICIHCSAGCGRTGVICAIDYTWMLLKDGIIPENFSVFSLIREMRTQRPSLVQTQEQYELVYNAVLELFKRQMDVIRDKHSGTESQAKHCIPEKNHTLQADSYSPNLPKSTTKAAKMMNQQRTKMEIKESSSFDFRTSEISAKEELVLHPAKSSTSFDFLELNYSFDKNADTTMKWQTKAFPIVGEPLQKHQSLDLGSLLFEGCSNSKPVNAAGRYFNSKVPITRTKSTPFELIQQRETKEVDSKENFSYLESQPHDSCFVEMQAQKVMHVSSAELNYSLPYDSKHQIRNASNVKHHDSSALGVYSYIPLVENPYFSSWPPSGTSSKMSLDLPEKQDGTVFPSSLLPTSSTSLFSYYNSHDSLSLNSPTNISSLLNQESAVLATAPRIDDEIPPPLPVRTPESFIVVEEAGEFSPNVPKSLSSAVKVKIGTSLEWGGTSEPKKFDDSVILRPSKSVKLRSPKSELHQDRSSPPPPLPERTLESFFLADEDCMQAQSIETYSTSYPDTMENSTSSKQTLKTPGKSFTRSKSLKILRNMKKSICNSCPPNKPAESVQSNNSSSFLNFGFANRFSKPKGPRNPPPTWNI
# Smad3 inh: blocks human Smad3 binding to FoxH1 peptide; inhibition, % at 25 µM; 88,000 compounds, 0.29% hits; AID 630; TR-FRET Smad3/Dy647-FoxH1 peptide binding, europium anti-His; P84022;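 active = compounds that reduce the energy-transfer binding signal between the protein and its labelled peptide by more than half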;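 also: 0% = Smad3 plus labelled peptide maximal FRET and 100% = peptide-only background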
# Calb biofilm kill: kills Candida albicans biofilms; C. albicans biofilm + clotrimazole, Alamar Blue; 85,000 compounds, 0.14% hits; inhibition, % at 6 µM; AID 834;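 active = inhibition above 20%; inactive = inhibition below 20%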;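 also: preformed 24 hr biofilms exposed to compound for 48 hr; 0% = biofilm without compound and 100% = blank killed by clotrimazole plus chlorhexidine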
# hDAT+cocaine: modulates human dopamine transporter uptake under cocaine. LLC-PK1 hDAT cells, [14C]-dopamine uptake with cocaine IC80; actives deviate in either direction. B-score at 10 µM. AID 449768. Q01959. 110,000 compounds, 1.3% hits;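 active = Z score or B-score, a plate-position-corrected score, falls beyond the plate's 99.7% confidence bounds, in either direction; inactive = both scores lie inside the 99.7% bounds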;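 also: scored against the spread of the other compound wells on the same plate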
# * = called active by the depositor; . = not tested or not shown; [ ] = remark or other dose. This is a subset; rates above refer to the full screens.
SMILES,MT1-MMP txn act,TNFa cytotox,HUVEC tox IL1B,cytoskel mod,VCAM1 TNFa inh,PTPN22 inh 2,Smad3 inh,Calb biofilm kill,hDAT+cocaine
Cc1cccc(-n2nnc(C(=O)NCc3ccc4c(c3)OCO4)c2N)c1,1.1,-14,2,-42,11,-16,0,7,0.74
CCCOc1ccc(OCCSc2ncccn2)cc1,1,-6,-34,11,15,4,-7,5,0.17
CC(=O)N1CN(CCCn2ccnc2)Cc2c1sc1c2CCCC1,1.1,10,-18,-15,11,-13,-2,6,-0.49
COc1cccc(NC(=O)N2CCN(c3cccc(C)c3)C(C)C2)c1 (stereo unspecified),1.4,-35,-49,.,8,-33,0,6,0.31
Cc1cccc(NC(=O)c2ccc(N3CCCCC3)c([N+](=O)[O-])c2)n1,.,-6,10,0,14,-1,.,.,.
CC(C)C(c1nnnn1C1CCCC1)N1CCN(c2ccccc2F)CC1 (stereo unspecified),1.1,10,7,-8,-3,0,6,7,0.37
C/C(=N\NS(=O)(=O)c1ccc(C)c([N+](=O)[O-])c1)c1cc2ccccc2o1,.,-16,-11,4,8,-6,.,.,-0.2
CSc1nc2ccc(NC(=O)C3CCCO3)cc2s1 (stereo unspecified),1.2,-27,8,-10,-12,-8,14,7,0.97
Cc1ccc(C(=O)CSc2nnc(-c3cccnc3)n2N)cc1,1,-6,-122,-1,-6,5,6,3,-0.19
CCn1c(SCc2nc(-c3ccccc3)no2)nc2ccccc21,1.1,-48,12,17,1,3,-1,5,1.1
Cc1ccn2c(C(=O)CSc3ccc(Cl)cc3)c(C)nc2c1,.,-19,0,20,5,0,.,.,0.014
CCOC(=O)Nc1cc(C(=O)OC)ccc1C,.,-2,-16,-11,-10,-13,.,.,0.55

# 2 entries picked at random from those above, as already listed:
SMILES,MT1-MMP txn act,TNFa cytotox,HUVEC tox IL1B,cytoskel mod,VCAM1 TNFa inh,PTPN22 inh 2,Smad3 inh,Calb biofilm kill,hDAT+cocaine
CC(C)C(c1nnnn1C1CCCC1)N1CCN(c2ccccc2F)CC1 (stereo unspecified),1.1,10,7,-8,-3,0,6,7,0.37
Cc1ccn2c(C(=O)CSc3ccc(Cl)cc3)c(C)nc2c1,.,-19,0,20,5,0,.,.,0.014

# The listing continues:
SMILES,MT1-MMP txn act,TNFa cytotox,HUVEC tox IL1B,cytoskel mod,VCAM1 TNFa inh,PTPN22 inh 2,Smad3 inh,Calb biofilm kill,hDAT+cocaine
C=CCOc1nc2c(c(=O)n(C)c(=O)n2C)n1Cc1ccccc1Cl,1,-13,-26,9,28,-2,-13,2,-0.62
Cc1ccc(C(=O)OCC(=O)NC(=O)c2cccn2C)cc1,1.1,-10,4,6,-8,4,-4,8,-1.5
COCc1cc(C)nc2sc(C(=O)Nc3nccs3)c(N)c12,1.4,-26,6,4,3,6,4,7,0.64
Nc1nc(Cl)nc2c1ncn2[C@@H]1O[C@H](CO)[C@@H](O)[C@H]1O,1,.,.,.,.,.,2,10,-0.57
CC(C)c1nc(=S)c2ccccc2[nH]1,1,3,-15,4,-1,-9,-4,-3,-0.39
O=C(NCc1cccnc1)c1cccc(S(=O)(=O)N2CCCCC2)c1,0.9,.,.,.,.,.,-3,8,-0.1
COc1cccc(-c2nn(C)c3sc(C(=O)NCc4ccc(C)o4)cc23)c1,1.2,.,.,.,.,.,24,3,2
CC(=O)N1c2c(cc(Br)cc2S(=O)(=O)N2CCN(C(=O)c3ccco3)CC2)CC1C (stereo unspecified),1,-6,-2,-19,0,-8,-25,-3,-0.013
CCCNC(=O)NS(=O)(=O)c1ccc(Cl)cc1,1.1,.,.,.,.,.,2,10,-0.34
O=c1c2ccccc2nnn1Cc1nnc(-c2ccccc2Br)o1,1.6,-12,29,-31,3,2,-16,-2,2.5
CCCc1cc(Nc2ccccc2OCC)n2ncnc2n1,1.1,-12,-3,-12,6,0,-8,4,0.58
N#C/C(=C\c1cccc(Cl)c1)c1n[nH]c(Cn2cncn2)n1,.,-17,-2,-22,19,-1,4,2,-1.1

# Another view of 3 compounds above:
> Cc1cccc(-n2nnc(C(=O)NCc3ccc4c(c3)OCO4)c2N)c1
  MT1-MMP txn act: 1.1; TNFa cytotox: -14; HUVEC tox IL1B: 2; cytoskel mod: -42; VCAM1 TNFa inh: 11; PTPN22 inh 2: -16; Smad3 inh: 0; Calb biofilm kill: 7; hDAT+cocaine: 0.74
> Nc1nc(Cl)nc2c1ncn2[C@@H]1O[C@H](CO)[C@@H](O)[C@H]1O
  MT1-MMP txn act: 1; TNFa cytotox: .; HUVEC tox IL1B: .; cytoskel mod: .; VCAM1 TNFa inh: .; PTPN22 inh 2: .; Smad3 inh: 2; Calb biofilm kill: 10; hDAT+cocaine: -0.57
> CC(=O)N1c2c(cc(Br)cc2S(=O)(=O)N2CCN(C(=O)c3ccco3)CC2)CC1C (stereo unspecified)
  MT1-MMP txn act: 1; TNFa cytotox: -6; HUVEC tox IL1B: -2; cytoskel mod: -19; VCAM1 TNFa inh: 0; PTPN22 inh 2: -8; Smad3 inh: -25; Calb biofilm kill: -3; hDAT+cocaine: -0.013

# Next section:
SMILES,MT1-MMP txn act,TNFa cytotox,HUVEC tox IL1B,cytoskel mod,VCAM1 TNFa inh,PTPN22 inh 2,Smad3 inh,Calb biofilm kill,hDAT+cocaine
CCOC(=O)c1sc(NC(=O)C2CC2)nc1C,1,-8,15,16,-1,-1,-6,-4,0.045
C=CCC(NCc1ccccc1)c1ccc(C)o1 (stereo unspecified),1.1,-12,-4,13,5,6,13[fluorescence artefact?],8,-0.014
COc1ccc(CC(=O)OCc2cc3ccc(C)cc3[nH]c2=O)cc1,1,71,-18,-28,93*,-11,13,9,-0.0057
CCCC(=O)Nc1cccc(-c2nc3cc(C)c(C)cc3o2)c1,1.3,-39,-2,8,7,4,-3,1,-0.0092
Cc1ccc(NC(=S)NC(=O)c2ccc(-c3ccccc3)cc2)c(C)c1,.,-14,-77,-10,15,6,.,.,-0.62
Cc1cccc2cc(CN(CC3CCCO3)C(=O)c3ccncc3)c(=O)[nH]c12 (stereo unspecified),1.1,.,.,.,.,.,7,-1,0.27
O=C(NCc1ccc2c(c1)OCO2)C(c1ccco1)N(C(=O)c1csnn1)c1ccccc1 (stereo unspecified),1,6,-2,-10,16,2,-3,5,-0.44
COc1ccc(Nc2nc(C)cc(C)c2C(N)=O)cc1,1.1,3,-3,1,10,3,-1,2,-0.74
CCCC(=O)OCC(=O)Nc1cc(C(C)(C)C)nn1-c1ccccc1,1.2,-55,10,1,-19,2,1,5,-1.2
COc1cc(C2/C(=C(\O)c3ccc4c(c3)CC(C)O4)C(=O)C(=O)N2CCCn2ccnc2)ccc1O (stereo unspecified),1.1,7,-11,5,20,6,-9,-1,-0.006
COc1ccc(NC(=O)C2CCN(C(=O)c3cccs3)CC2)c(OC)c1,1.1,-20,-10,-13,11,0,7,9,0.74
Cc1ccc(/C=N/Nc2nc(Cl)c(Cl)cc2Cl)s1,2*,6,1,-15,18,3,-11,5,-1.3
COC(=O)c1ccc(NC(=O)c2sc3nc(-c4ccccc4)cn3c2C)cc1,1,-10,1,9,-14,4,1[fluorescence artefact?],3,.
Cc1cc(C)cc(NC(=O)CSc2nnc(-c3ccc(S(=O)(=O)N4CCCC4)cc3)o2)c1,1,-3,-14,-60,-8,1,4,6,1.1
CCSC1=C(C#N)C(c2cccc(OC)c2)CC(=O)N1 (stereo unspecified),1.2,-16,3,-6,-2,8,9,8,-0.41
O=C(NN1C(=O)c2ccccc2NC1c1ccccc1OCc1ccccc1)c1ccncc1 (stereo unspecified),.,-8,1,2,-38,0,.,.,-0.0095
CC1CC(C)CN(C(=O)c2cn(C)c3ccc(S(=O)(=O)N(C)C)cc3c2=O)C1 (stereo unspecified),1,7,-35,3,-10,1,-3,3,-0.7
Cc1cc(N(CN2CCCC2=O)C(=O)c2ccccc2)no1,1.2,57,-15,8,28,-11,2,5,-0.064
COc1ccc(O)c(/C=N/Nc2nc(Nc3ccccc3)nc(-n3nc(C)cc3C)n2)c1,.,-24,18,-15,14,-16,.,.,-0.51
CCOC(=O)N1CCN(C(=O)c2cn(CC)c3ccc(S(=O)(=O)N4CCCC4)cc3c2=O)CC1,.,-8,20,3,2,7,6,1,-0.11
Cc1ccc(-c2nc(CS(=O)(=O)CC(=O)N3CCCCCC3)c(C)o2)cc1,1.1,.,.,.,.,.,0,9,1.1
Cc1cc(C)c(C(=O)Nc2ccc(S(=O)(=O)Nc3onc(C)c3C)cc2)c(C)c1,1,2,-4,1,8,0,-18[fluorescence artefact?],-2,-1.1
CCCOC(=O)/C(C(N)=NCc1ccccc1)=C(\O)OCCC,1,-9,-58,-6,5,8,6,2,2.4
CCN1CCN(C(=O)C2(NC(=O)Nc3cccc(F)c3)CCCCC2)CC1,1.1,6,16,2,2,2,0,-3,1.2
COc1ccc(NC(=O)CN2CCN(Cc3ccc4c(c3)OCO4)CC2)cc1OC,.,-12,-6,0,-2,9,.,.,1
Cc1cccc(NC(=O)C(C)N2C(=O)C3C4CC(C(Br)C4Br)C3C2=O)c1 (stereo unspecified),.,-3,.,-21,8,2,.,.,-1.7
COC(=O)C(CCSC)NC(=O)Cn1ncc2c(=O)oc3ccccc3c21 (stereo unspecified),.,-35,0,11,22,0,4,8,-1.4
CCc1ccc(C2NC(C(=O)O)CS2)cc1 (stereo unspecified),.,-5,20,10,5,-1,.,.,0.21
CCCCn1c(NCc2ccccn2)nc2ccccc21,1.2,-6,4,-20,17,-2,-14,0,0.27
O=C(COC(=O)c1ccc(S(=O)(=O)NCc2ccco2)cc1)NCC1CCCCC1,.,1,-12,12,6,3,.,.,0.18
Fc1ccc(NC(=S)N2CCCC2)cc1,.,-1,32,-5,-16,-1,.,.,0.27
CCOC(=O)C1C2C=CC3(CN(c4ccc(Cl)c(F)c4)C(=O)C13)O2 (stereo unspecified),1.1,26,-16,5,-4,-4,3,12,-0.27
O=C1CC(SCCO)C(=O)N1c1ccc(Oc2ccccc2)cc1 (stereo unspecified),1.1,1,-15,-9,5,1,-3,-1,-0.12
COc1ccc(C(=O)n2c(SC)nc3cc4c(cc32)OCCO4)cc1,.,-19,-47,8,2,4,.,.,-0.8
CCCN1CCCc2cc(CN)ccc21,0.8,-9,-9,54,4,1,53*,10,-2.4*
CC(Cc1cccs1)NC(=O)Nc1ccccc1 (stereo unspecified),1.4,-23,2,-9,-4,0,6,5,-1.1
COc1cccc(C2C3=C(CC(C)(C)CC3=O)Nc3cc4c(cc32)OCO4)c1 (stereo unspecified),.,-6,7,-10,1,-2,-1,9,-1.3
COc1ccc(OC)c(S(=O)(=O)Nc2ccccc2C(=O)O)c1,1.1,-3,-7,3,9,12,7,5,-1.2
CC1(C)NC(=O)N(CC(=O)Nc2nc(-c3ccc(F)cc3)cs2)C1=O,.,-4,-8,-6,3,0,.,.,.
CCn1c(SCc2nc(-c3cccs3)no2)nnc1-c1c[nH]c2ccccc12,1.1,-54,-8,16,8,9,-23,8,0.1
O=C(CN1CCOc2ccccc21)NCc1ccco1,1.1,-20,-2,-6,-2,-17,14,11,-0.0097

# Entries from the list above with bromine (3):
SMILES,MT1-MMP txn act,TNFa cytotox,HUVEC tox IL1B,cytoskel mod,VCAM1 TNFa inh,PTPN22 inh 2,Smad3 inh,Calb biofilm kill,hDAT+cocaine
CC(=O)N1c2c(cc(Br)cc2S(=O)(=O)N2CCN(C(=O)c3ccco3)CC2)CC1C (stereo unspecified),1,-6,-2,-19,0,-8,-25,-3,-0.013
O=c1c2ccccc2nnn1Cc1nnc(-c2ccccc2Br)o1,1.6,-12,29,-31,3,2,-16,-2,2.5
Cc1cccc(NC(=O)C(C)N2C(=O)C3C4CC(C(Br)C4Br)C3C2=O)c1 (stereo unspecified),.,-3,.,-21,8,2,.,.,-1.7

# Screening data (PubChem BioAssay)
